FBPA coupling cs – coupling enzyme interference in Giardia aldolase counter-screen; coupling enzyme system counterscreen, AmpLite Red fluorescence; activity change, negative = inhibition, % at 58.2 µM, hits read low; hit rate 0.67% among 290,000; AID 2472; in the data active = activity change below about -30%
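Coupling enzymes only (glyceraldehyde-3-phosphate) + compound, at 57.5 uM final, 10 min RT; add substrate/coupling/AmpLite Red mix, 20 min RT; fluorescence ex 525/em 598 nm. Actives flag coupling-system interference.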
BCR signal inh – blocks chronic active B-cell receptor signaling | Potency, µM (series often up to 46.1 µM), for the others: at the top dose ratio change, negative = lower green/red ratio, most hits filed as inhibitors | ABC-DLBCL IkBa-CBG/CBR reporter, luminescence ratio, 4 h | hit rate 0.05% among 340,000; active = well fitted inhibition curve with a large enough effect in the signal ratio, with a control signal flat, not every such curve was filed as active; inconclusive = small, poorly fitted or top-dose-only effect, or effect the other way, or a change in a side signal; the % refers to the signal ratio;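 note: potency is the fitted concentration of half-maximal effect; plate controls were basal doxycycline-induced cells for no effect and cells given 10 µM MG132 for full effect; MG132 reads +100%, hits lower the ratio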
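Cell line TMD8 (human ABC DLBCL), stably expressing tet-inducible CBG68-IkBa fusion and CBR; IMDM/0.5% FBS; cpd up to 46 uM; dox induction, 4 h, 37C/5% CO2; dual luminescence; green/red ratio; MG132 control.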
Eya2 phos inh – inhibitors of human Eya2 phosphatase activity | O00167 | recombinant Eya2, OMFP fluorescence dephosphorylation (OMFP is methylfluorescein phosphate) | Potency, µM (doses to about 76.9 µM), for inactives: at the top dose activity, negative = inhibition, hits mostly inhibitors | hit rate 0.006% among 330,000; note: potency is the fitted concentration of half-maximal effect
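Eya2 protein (added as 0.2 uM solution) was preincubated with compound for 10 min at ambient temperature in 50 mM HEPES pH 7.5, 50 mM NaCl, 5 uM MgCl2, 0.05% BSA, 1 mM DTT. OMFP (added at 50 uM) then reacted 10 min; fluorescence read at 485/525 nm.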
GALK inhibitor – galactokinase (human) inhibition. Purified GALK, Kinase-Glo residual ATP luminescence. Potency, µM (doses to about 57.5 µM), for the others: at the highest dose activity change, negative = inhibition, hits mostly inhibitors. hit rate 0.007% among 270,000. AID 1868; note: potency is the fitted concentration of half-maximal effect
Target sequence (P51570 whole entry, looked up): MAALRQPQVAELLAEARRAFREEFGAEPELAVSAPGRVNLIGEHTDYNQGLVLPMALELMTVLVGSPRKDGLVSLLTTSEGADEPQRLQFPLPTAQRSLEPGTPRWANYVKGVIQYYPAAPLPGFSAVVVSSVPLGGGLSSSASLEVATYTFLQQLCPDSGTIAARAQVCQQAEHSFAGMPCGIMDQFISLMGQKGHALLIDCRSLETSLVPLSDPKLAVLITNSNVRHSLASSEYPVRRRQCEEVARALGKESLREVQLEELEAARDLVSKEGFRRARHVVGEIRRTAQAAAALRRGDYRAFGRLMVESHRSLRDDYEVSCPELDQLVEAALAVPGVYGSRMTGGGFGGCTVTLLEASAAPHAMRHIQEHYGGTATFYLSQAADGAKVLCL
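Human GALK (5 nM) with 35 uM ATP and 100 uM galactose in 20 mM HEPES pH 8.0, 5 mM MgCl2, 60 mM NaCl, 1 mM DTT, 0.01% BSA. After 1 h at room temperature, leftover ATP was read by Kinase-Glo Plus luminescence.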
PKM2 activator – increases activity of human pyruvate kinase M2. P14618. purified PKM2, Kinase-Glo ATP luminescence, activation; response scale: 0% is enzyme alone, no compound. Potency, µM (doses to about 57.5 µM), for the others: at the highest dose activation, actives largely listed as activators. hit rate 0.34% among 260,000; note: potency is the fitted concentration of half-maximal effect; nearly all actives have a fitted effect of over 55% in size
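Purified hPK-M2 (>95%) run at intermediate activity with 0.1 mM ADP and 0.5 mM PEP in 50 mM imidazole pH 7.2, KCl, MgCl2; 1 h room temperature. ATP formed read by Kinase-Glo luminescence; normalized to uninhibited and no-enzyme controls.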
KCNH2 WT inh – KCNH2 (human, wildtype) channel inhibition. Q12809. U2OS, BacMam KCNH2, thallium flux FluxOr; stronger effect = lower value. activity change, % at 1.84 µM. hit rate 0.37% among 340,000. AID 720551;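 active = maximum activity change below -70%; inconclusive = maximum activity change between -70% and -50%; inactive = maximum activity change above -50%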
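U2OS cells transduced with wild-type KCNH2 virus are loaded with FluxOr dye for 45 min, and thallium flux is measured in kinetic reads before and after stimulation buffer. Rate constants are normalized to DMSO controls.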
B2AR arrestin – agonists driving beta-arrestin recruitment to human beta2-adrenergic receptor; P07550; beta-arrestin recruitment to beta2AR, cell-based reporter; Potency, µM (highest dose often 46.1 µM), for inactives: at the highest dose activation, usual class: activators; hit rate 0.02% among 330,000;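 note: potency is the fitted concentration of half-maximal effect; 0% = DMSO controls and full agonism = EC100 isoproterenol or metaproterenol; nearly all actives have a fitted effect of over 65% in size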
Target sequence (P07550 whole entry, looked up): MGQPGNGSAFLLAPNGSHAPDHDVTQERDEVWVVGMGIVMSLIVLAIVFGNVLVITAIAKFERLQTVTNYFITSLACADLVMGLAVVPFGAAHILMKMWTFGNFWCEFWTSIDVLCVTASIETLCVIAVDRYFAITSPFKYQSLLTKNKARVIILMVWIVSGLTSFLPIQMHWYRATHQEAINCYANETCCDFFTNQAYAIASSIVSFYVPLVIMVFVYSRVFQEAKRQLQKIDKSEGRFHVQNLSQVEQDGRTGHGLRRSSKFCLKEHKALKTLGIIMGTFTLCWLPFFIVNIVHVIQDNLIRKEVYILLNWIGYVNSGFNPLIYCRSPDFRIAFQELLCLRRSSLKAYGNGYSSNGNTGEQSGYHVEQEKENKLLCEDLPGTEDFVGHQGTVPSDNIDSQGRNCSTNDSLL
uPA surface inh – inhibitors of cell surface uPA generation. AID 540303. cell surface uPA generation assay, qHTS. Potency, µM (top dose mostly 38.3 µM), for inactives: top-dose activity change, negative = inhibition, hits mostly inhibitors. hit rate 0.31% among 330,000; active = well fitted inhibition curve with a large enough effect; inconclusive = small, poorly fitted or top-dose-only effect; inactive = no such curve, though single readings can be large or run the other way; tested in mouse RAW 264.7 cells; note: potency is the fitted concentration of half-maximal effect; nearly all actives have a fitted effect of over 55% in size
KCNH2 3.1 block – KCNH2 3.1 (human) potassium channel inhibition. U2OS KCNH2 3.1, thallium flux FluxOr; stronger effect = lower value. activity change, % (tested at about 1.8 µM). hit rate 0.95% among 340,000. AID 720553;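 active = maximum activity change below -70%; inconclusive = maximum activity change from -70% to -50%; inactive = maximum activity change above -50%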;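 note: thallium influx rate constant from kinetic fluorescence after stimulation buffer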
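Kinetic fluorescence (2 min after stimulation buffer) measures Tl+ influx through KCNH2 3.1 expressed by viral transduction in U2OS cells; the rate constant is normalized against DMSO controls serving as positive and negative references.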
Giardia kill – Giardia lamblia killing | Giardia lamblia trophozoite viability | hit rate 0.15% among 340,000 | activity change, % at 7.66 µM, hits read low | AID 540267; in the data active = activity change below about -80%; inconclusive = between about -30% and that limit;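 note: parasites exposed to compound for two days anaerobically before the ATP read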
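Each well holds 100 Giardia trophozoites and compound. After two days (48 hrs) at 37 deg C in anaerobic conditions, ATP is quantified by luminescence.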
USP2a inh – inhibitors of human ubiquitin-specific protease USP2a | USP2 core, Ub-CHOP2 coupled fluorogenic reporter, 485/531 | Potency, µM (series often up to 38.3 µM), for the others: top-dose activity change, negative = inhibition, most hits filed as inhibitors | hit rate 0.01% among 330,000 | AID 463254;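 note: potency is the fitted concentration of half-maximal effect; plate controls were DMSO wells for no effect and full inhibition by NEM control for full effect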
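Cell-free coupled assay: 10nM USP2 core preincubated 30min RT with compound in Tris-HCl pH 8.0/CaCl2/CHAPS buffer, then 25nM Ub-CHOP2 and 25nM reporter substrate; fluorescence (Ex 485/Em 531) read after 60min RT, normalized to NEM inhibition, concentration-response curves fitted.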
The depositor's hits bear a star; ? = inconclusive; nt = not tested or not shown; [ ] = remark or other dose. Unless noted, calls come from the whole dose curve; as a rule, active = well fitted curve in the direction sought with a large enough effect; inconclusive = small, poorly fitted or top-dose-only effect, or another doubt; inactive = no such curve, though single readings can be large; an effect the other way counts as inactive or inconclusive. Unless noted, % is set by controls: 0 for no effect and ±100 for the full control effect.

SMILES	FBPA coupling cs	BCR signal inh	Eya2 phos inh	GALK inhibitor	PKM2 activator	KCNH2 WT inh	B2AR arrestin	uPA surface inh	KCNH2 3.1 block	Giardia kill	USP2a inh
O=C1c2ccc3c4c(ccc(c24)C(=O)N1CCCCO)C(=O)N(CCCCO)C3=O	-40*	?	-10%	4%	-4%	-4	-0.1%	2.5µM*	-5	?	4%
COc1ccc(C2C(C(=O)OCC(=O)NC(C)(C)C)CCC(=O)N2c2ccc(C)cc2)cc1OC (configuration not stated)	8	?	6%	-1%	-4%	-12	-0.4%	nt	-18	-6	-2%
COc1ccc(NC(=O)COC(=O)c2ccc3ccccc3n2)c(OC)c1	nt	?	8%	nt	nt	-2	-0.5%	-4%	6	23	-1%
CC(C)(C)C1CCC(=NOC(=O)c2ccc(F)cc2)CC1 (configuration not stated)	3	3%	1%	3%	17%	4	-0.3%	7%	-15	23	1%
Fc1ccc(-c2nc3c(Cl)cc(C(F)(F)F)cn3c2Cl)cc1	0	?	5%	-1%	-5%	11	-0.5%	5%	-7	-4	4%
O=Cc1cn(CCC(=O)O)nc1-c1cccc(Cl)c1	4	5%	-8%	9%	-2%	6	-0.1%	-3%	-8	4	4%
CCN1CC(CN(C)Cc2nc(-c3ccc(OC)c4ccccc34)oc2C)CC1=O (configuration not stated)	-1	-9%	1%	8%	-10%	4	0.2%	-7%	-8	15	-1%
C=CCn1c(-c2ccccc2)n[nH]c1=S	-7	-59%	1%	-2%	11%	-17	3.0%	0%	7	-21	-7%
CCn1c(C)nnc1SCC(=O)Nc1cccc(C(F)(F)F)c1	3	4%	-5%	7%	0%[11.5 µM]	-14	-0.4%	-1%	-4	14	-2%
O=S1(=O)CCN(Cc2cccc(Cl)c2)CC1	-2	3%	-3%	-2%	-4%	-10	0.0%	-1%	-35	-25	0%
CCc1ccccc1NC(=O)CSc1nnc([C@@H](NC(=O)OC(C)(C)C)C(C)CC)o1 (some centres not stated)	-1	0%	-1%	-3%	-4%	-3	0.5%	2%	7	-25	-2%
CNC(=S)N/N=C(\C)c1ccccc1	-2	?	-13%	0%	0%	5	?	-4%	-6	3	2%
COc1ccc(-c2cc(C(=O)N(C)Cc3ccccc3)no2)cc1OC	-1	?	-32%	-1%	-3%	-3	0.0%	nt	-7	2	-3%
COC(=O)C1=C(C)N(C)C(=O)NC1c1ccsc1 (configuration not stated)	1	3%	-11%	-1%	-1%	nt	0.2%	7%	-20	-12	-1%
Cc1csc(=O)n1CCC(=O)OCC(=O)Nc1cccc(C#N)c1	nt	4%	10%	nt	nt	-11	-0.3%	3%	-19	-7	0%
O=C1CCCC2=C1C(c1ccccc1)NC(=S)N2 (configuration not stated)	-2	?	19%	8%	nt	3	0.1%	3%	26	0	0%
COc1ccc(CNC(=O)c2cccc(N(C)C)c2)cc1	0	-4%	-23%	-1%	21%	0	0.0%	7%	1	-12	-2%
Cc1cccc(OCCCOc2cccc3cccnc23)c1C	nt	3%	-8%	0%	0%	-7	0.1%	12%	-12	-11	-9%
NS(=O)(=O)c1ccc(NC(=O)COC(=O)COc2cccc(C(F)(F)F)c2)cc1	1	-3%	3%	-1%	0%	-7	-0.4%	-1%	-6	-10	3%
O=c1cc(CN2CCCc3ccccc32)nc2sccn12	-14	9%	18%	13%	-17%	5	-0.1%	0%	-13	14	5%
COc1cc(C(C[N+](=O)[O-])c2c(N)n(C)c(=O)n(C)c2=O)ccc1O (configuration not stated)	-4	?	18%	0%	7%	1	0.5%	-16%	-10	4	11%
CCOc1ccc(N2C(=O)/C(=C/c3cc(OC)c(OC)c(OC)c3)N(CC(=O)OC)C2=S)cc1	nt	3%	16%	-3%	4%	-5	-1.0%	-2%	6	8	2%
O=c1nc2n(c3ncccc13)CCC2	4	3%	-14%[15.4 µM]	2%	1%	13	0.5%	-3%	22	-1	1%
C/C(=N\NS(=O)(=O)c1cccc([N+](=O)[O-])c1)c1cccnc1	4	0%	7%	0%	4%	15	0.0%	-18%	17	-23	3%
Cc1cc(C(=O)Nc2sc3c(c2C#N)CCC(C)C3)cs1 (configuration not stated)	0	?	-10%	-3%	-5%	-4	-0.2%	nt	26	?	1%
O=C(CNC(=O)c1ccco1)NCC(=O)OCc1ccccc1Cl	1	13%	-4%	-1%	nt	-3	-0.1%	3%	-8	9	1%
COc1cccc(/C=N/NC(=O)CC(C)O)c1OC/C=C/c1ccccc1 (configuration not stated)	2	2%	0%	-5%	-2%	0	-0.8%	4%	5	10	0%
O=C(Nc1ccc(OC(F)F)cc1)c1cc[n+]([O-])cc1	1	-1%	0%	-1%	1%	-2	-0.6%	-3%	-11	1	-1%
COc1ccc(CCCc2nc3ccccc3[nH]2)cc1	1	?	5%	0%	7%	4	0.1%	-2%	-19	-18	-1%
CN1CCN(c2nc3c(c(=O)[nH]c(=O)n3C)n2Cc2cccc(Br)c2)CC1	-1	?	-9%	5%	-13%	10	0.5%	-11%	9	-10	2%
Nc1nnc(-c2ccco2)s1	-4	0%	-12%	0%	-7%	-9	-0.6%	-13%	-1	8	-7%
COc1cc(-c2nnc(SC/C=C/c3ccccc3)n2N)cc(OC)c1OC	-1	-1%	-10%	-4%	0%	-2	-1.0%	-5%	0	-16	2%
CCOC(=O)c1csc(COc2ccc(OC)cc2)n1	1	-4%	-6%	4%	-3%	-1	-1.1%	0%	7	-6	-7%
N#CNC1=NCN(CCc2ccccc2)CN1	0	-9%	4%	nt	-9%	-12	0.1%	-3%	15	17	1%
CCOC(=O)C(NCCOC)(NC(C)=O)C(F)(F)F (configuration not stated)	0	?	1%	-2%	4%	-8	-0.2%	0%	-1	5	0%
CCOC(=O)c1c(C)nc2sc(C(=O)Nc3ccccc3)c(N)c2c1-c1ccc(OC)cc1	-5	0%	-8%	0%	2%	-6	0.1%	-15%	-10	2	3%
CCOc1cccc(N)c1	nt	?	-16%	nt	nt	1	16µM*	-7%	3	33[activator]	-5%
CCOC(=O)Cn1cc(/C=C(/C#N)C(=O)NC(C)C)c2ccccc21	-1	5%	5%	-3%	-2%	2	0.1%	5%	2	39[activator]	1%
COc1ccccc1CNS(=O)(=O)c1ccc2c(c1)N(C(C)=O)CCO2	-7	?	1%	9%	-1%[0.46 µM]	-2	-1.6%	-4%	-1	0	-2%
COc1ccc(N2CCN(CCNC(=O)C3CC(=O)N(C4CCCC4)C3)CC2)cc1 (configuration not stated)	-4	-2%	18%	-2%	1%	-9	0.1%	7%	-6	1	1%
Cc1ccc(NC(=O)Cn2nnc(-c3ccccc3NC(=O)c3cccs3)n2)cc1	-1	?	10%	-2%	1%	-8	0.1%	-11%	-8	5	0%
O=C(CCN1C(=O)S/C(=C/c2ccc(F)cc2)C1=O)Nc1ccc(O)c(C(=O)O)c1	nt	?	-14%	-2%	nt	-3	0.5%	-3%	-25	23	1%
CCN(CC(=O)NC(C)(C)C)C(=O)CN1c2cccc3cccc(c23)S1(=O)=O	-1	-1%	-1%	nt	nt	-10	-0.1%	4%	-3	4	2%
O=S(=O)(NCc1ccc(Cl)cc1)c1cnc[nH]1	3	?	6%	0%	2%	-10	-0.2%	0%	13	-16	-1%
COc1ccccc1CC(NC(C)=O)C(=O)NC1CCN(C(=O)Nc2ccccc2Cl)CC1 (configuration not stated)	1	-3%	-17%	0%	1%	nt	-0.2%	-5%	-20	-5	1%
CCOC(=O)c1sc2nc3c(cc2c1N)COC(C(C)C)C3 (configuration not stated)	1	7%	14%	-1%	-1%	-5	2.3%	0%	1	-5	-1%
N#C/C(C(=O)N1CCOCC1)=c1\s/c(=C/c2ccncc2)c(=O)n1-c1ccccc1	1	3%	3%	6%	-2%	nt	0.3%	nt	nt	nt	2%
Cc1[nH]c2ccc(C(=O)N3CCC(C(N)=O)CC3)cc2c1C	nt	-3%	-6%	nt	nt	3	-0.6%	1%	-5	6	0%
CC(C)(C)NC(=O)C(c1ccc(O)cc1)N(Cc1ccco1)C(=O)CCC(=O)Nc1ccccn1 (configuration not stated)	-1	-7%	4%	-4%	-2%	-13	-0.2%	5%	-2	-2	0%
COc1ccc(C(=O)NCC(=O)NCc2cc(=O)n(C)c(=O)n2C)cc1	1	5%	-9%	5%	nt	-7	-0.5%	-10%	-2	-10	3%

Entries of single compounds, quoted from the list. Order of screens: FBPA coupling cs | BCR signal inh | Eya2 phos inh | GALK inhibitor | PKM2 activator | KCNH2 WT inh | B2AR arrestin | uPA surface inh | KCNH2 3.1 block | Giardia kill | USP2a inh
Record of COc1cc(C(C[N+](=O)[O-])c2c(N)n(C)c(=O)n(C)c2=O)ccc1O (configuration not stated) = -4 | ? | 18% | 0% | 7% | 1 | 0.5% | -16% | -10 | 4 | 11%
Record of CC(C)(C)C1CCC(=NOC(=O)c2ccc(F)cc2)CC1 (configuration not stated) = 3 | 3% | 1% | 3% | 17% | 4 | -0.3% | 7% | -15 | 23 | 1%

High-throughput results: PubChem BioAssay, National Center for Advancing Translational Sciences (NCATS)
